Assay outcomes (PubChem BioAssay)
GalR3 antag = GalR3 antagonists in HEK293 cells, primary screen, cell-based, fluorescence readout | HEK293 GalR3-CNG cAMP membrane potential fluorescence; galR3 body fused to GalR1 C-terminus | inhibition, % at 3 µM | 360,000 tested, 0.44% active;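 active = inhibition above the screen-wide average plus 3 SD, cut at about 13% in these data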;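 note: forskolin and galanin both at EC90 stimulate the cells; cAMP rise reported by CNG channel membrane potential dye signal; 0% = forskolin plus galanin with DMSO and 100% = forskolin alone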
Target sequence (O60755 1-299 limits assumed): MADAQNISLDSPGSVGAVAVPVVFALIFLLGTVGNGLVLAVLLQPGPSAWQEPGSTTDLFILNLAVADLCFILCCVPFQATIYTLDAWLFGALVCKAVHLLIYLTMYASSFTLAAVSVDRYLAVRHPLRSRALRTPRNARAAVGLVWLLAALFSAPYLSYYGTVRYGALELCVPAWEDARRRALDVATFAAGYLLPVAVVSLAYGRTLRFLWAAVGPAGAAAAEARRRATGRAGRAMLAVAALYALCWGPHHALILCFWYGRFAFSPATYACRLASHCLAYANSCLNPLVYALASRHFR
CRFBP-R2 agonist = agonists of CRF-BP/CRF-R2 complex, primary screen, cell-based, HEK293, calcium dye fluorescence, uHTS; activation, % at 13.2 µM; CRF-binding protein / CRF receptor 2 complex (human); calcium dye fluorescence (FLIPR); percent of saturating CRF peptide response; 350,000 tested, 0.46% active;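 active = activation of at least 50%, plus an integration ratio under a set limit after plate pattern correction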;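 note: plate controls were neutral control wells without compound for no effect and CRF at EC100 for full effect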
CRFBP-R2 block = antagonists of CRF-BP/CRF-R2 complex, primary screen, cell-based, HEK293, calcium dye fluorescence, uHTS; inhibition, % at 11.8 µM; CRF-induced calcium fluorescence; 350,000 tested, 0.59% active;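 active = inhibition of the ligand-induced calcium signal above about 50% at the single tested concentration, limit read from the data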
Starred values were filed as active, the others as inactive. The list is partial. The share of hits here may be higher or lower than overall.

What do the screens show for `CC(OC(=O)c1cccc(S(=O)(=O)N2CCCC2)c1)C(=O)NC1CCCCC1C` (centres undefined)?
GalR3 antag: -1; CRFBP-R2 agonist: 1.7; CRFBP-R2 block: 11

What do the screens show for `O=C(COC(=O)CNC(=O)c1ccccc1Cl)NC1CC1`?
GalR3 antag: -5; CRFBP-R2 agonist: -1.4; CRFBP-R2 block: 6

What do the screens show for `CCOc1ncccc1C(=O)Nc1ccc(C)c(S(=O)(=O)N2CCCCCC2)c1`?
GalR3 antag: -4; CRFBP-R2 agonist: 0.1; CRFBP-R2 block: -9

Results for CC(C)C[C@@H](CNCC(=O)[C@H](Cc1ccccc1)NC(=O)c1[nH]cnc1C(=O)N[C@@H](C)CN)NC(=O)c1nc[nH]c1C(=O)N[C@@H](C)C(=O)O ?
GalR3 antag: -7; CRFBP-R2 agonist: 0.2; CRFBP-R2 block: 0

What do the screens show for `COCCN(CC(=O)Nc1cccc(C)c1C)C(=O)c1ccc(-n2cccn2)cc1`?
GalR3 antag: -3; CRFBP-R2 agonist: 0.8; CRFBP-R2 block: -5

How did C[C@H](CO)N1C[C@H](C)[C@@H](CN(C)C(=O)CCCN(C)C)OCc2cn(nn2)CCCC1=O do in these assays?
GalR3 antag: -4; CRFBP-R2 agonist: 0.6; CRFBP-R2 block: -8

What do the screens show for `O=C1CC2(CCN(S(=O)(=O)c3ccccc3)CC2)Oc2ccccc21`?
GalR3 antag: -4; CRFBP-R2 agonist: -1.9; CRFBP-R2 block: 15

How did O=C(CN1C(=O)NC2(CCCCC2)C1=O)N1CCN(c2ncccn2)CC1 do in these assays?
GalR3 antag: -6; CRFBP-R2 agonist: -1.0; CRFBP-R2 block: 1

Results for O=c1c([N+](=O)[O-])cn(Cc2ccccc2)c(=O)n1Cc1ccccc1 ?
GalR3 antag: 0; CRFBP-R2 agonist: 56*; CRFBP-R2 block: -75

What do the screens show for `C#CCOCCOCCOCCNc1nc(N2CCOCC2)nc(N2CCN(C(=O)[C@H](CCCCN)n3cc(CCCC)nn3)CC2)n1`?
GalR3 antag: -7; CRFBP-R2 agonist: -1.0; CRFBP-R2 block: 25

Results for O=C(CSc1nc(=O)n(CCCN2CCOCC2)c2c1CCCC2)Nc1ccc(F)cc1F ?
GalR3 antag: -3; CRFBP-R2 agonist: 0.7; CRFBP-R2 block: -5

How did CCOc1cc(N2CCOCC2)c(OCC)cc1NC(=O)CN1C(=O)NC2(CCCCC2C)C1=O (centres undefined) do in these assays?
GalR3 antag: 0; CRFBP-R2 agonist: -0.1; CRFBP-R2 block: 5

What do the screens show for `CC1CCCN(CC(=O)NC(=O)NC2CCCCC2)C1` (centres undefined)?
GalR3 antag: -3; CRFBP-R2 agonist: -0.4; CRFBP-R2 block: -8

How did Oc1ccc(C=NN=Cc2ccco2)c(O)c1 do in these assays?
GalR3 antag: 3; CRFBP-R2 agonist: -3.5; CRFBP-R2 block: 25

Results for O=C(OCC(=O)N1CCCCCC1)c1ccc(F)cc1F ?
GalR3 antag: -4; CRFBP-R2 agonist: 10; CRFBP-R2 block: -26

What do the screens show for `O=C1NC(=O)C(CSc2ccccc2)(c2ccccc2)N1` (centres undefined)?
GalR3 antag: -6; CRFBP-R2 agonist: -2.5; CRFBP-R2 block: -5

What do the screens show for `O=C(NNC(=O)c1cncc(Br)c1)c1ccncc1`?
GalR3 antag: 3; CRFBP-R2 agonist: -0.4; CRFBP-R2 block: 4

Results for CN(C)C1=NC[C@H](Cc2ccccc2)N1CC1CCCCC1 ?
GalR3 antag: -11; CRFBP-R2 agonist: 6.6; CRFBP-R2 block: -8

Results for CCCN1C(=O)/C(=C/c2ccc(OCc3ccc(C(=O)O)cc3)c(OC)c2)NC1=S ?
GalR3 antag: -1; CRFBP-R2 agonist: -1.7; CRFBP-R2 block: -11

Results for CCCCN(C(=O)c1ccc2ccccc2c1)c1c(N)n(CCCC)c(=O)[nH]c1=O ?
GalR3 antag: -1; CRFBP-R2 agonist: -0.5; CRFBP-R2 block: -8

Results for CC(=O)N1CCN(C(=O)COC(=O)COc2c(C)cc(C)cc2C)CC1 ?
GalR3 antag: -4; CRFBP-R2 agonist: 0.4; CRFBP-R2 block: 7

What do the screens show for `COC(=O)[C@H](Cc1ccccc1)NC(=O)Cn1cnc2c(NCc3ccccc3)ncnc21`?
GalR3 antag: -9; CRFBP-R2 agonist: 0.6; CRFBP-R2 block: 14

How did Cc1ccc(NC(=O)c2nc3nccc(C)n3n2)cc1S(=O)(=O)N1CCCCC1 do in these assays?
GalR3 antag: -5; CRFBP-R2 agonist: -0.8; CRFBP-R2 block: 3

How did Cc1cc(NC(=O)C(C)SCC(=O)Nc2cc(C(F)(F)F)ccc2N2CCOCC2)no1 (centres undefined) do in these assays?
GalR3 antag: -4; CRFBP-R2 agonist: 1.2; CRFBP-R2 block: -29

How did CSc1ccc(/C=C/C(=O)OCC(=O)NC2CC2)cc1 do in these assays?
GalR3 antag: -3; CRFBP-R2 agonist: 0.2; CRFBP-R2 block: -7

How did Cc1cc(/C=C(\C#N)C(=O)NCc2ccccc2)c(C)[nH]1 do in these assays?
GalR3 antag: -7; CRFBP-R2 agonist: 1.4; CRFBP-R2 block: 6

Results for O=C(COc1ccc([N+](=O)[O-])cc1)N(C1CCCCC1)C1CCS(=O)(=O)C1 (centres undefined) ?
GalR3 antag: -2; CRFBP-R2 agonist: 1.0; CRFBP-R2 block: 14

How did Cc1ccc(NC(=O)CN(C)C(=O)C2CCC2)cc1 do in these assays?
GalR3 antag: -3; CRFBP-R2 agonist: 2.1; CRFBP-R2 block: -2

How did CC1CCCC(NC(=O)COC(=O)[C@@H](NC(=O)c2ccc(F)cc2)C(C)C)C1C (some centres undefined) do in these assays?
GalR3 antag: -5; CRFBP-R2 agonist: -0.8; CRFBP-R2 block: -14

What do the screens show for `O=C(c1ccc(Cl)c(S(=O)(=O)N2CCCC2)c1)N1CCN(Cc2ccccc2)CC1`?
GalR3 antag: -5; CRFBP-R2 agonist: 0.3; CRFBP-R2 block: -2

Results for O=S(=O)(NCCCN1CCOCC1)c1ccc(F)c(Cl)c1 ?
GalR3 antag: -5; CRFBP-R2 agonist: 3.6; CRFBP-R2 block: -15

How did COc1cccc(NC(=O)N(C)C[C@H]2Oc3cc(C#Cc4ccncc4)ccc3S(=O)(=O)N([C@H](C)CO)C[C@H]2C)c1 do in these assays?
GalR3 antag: -4; CRFBP-R2 agonist: -0.1; CRFBP-R2 block: 1

Results for CC(C)C[C@@H](CNCC(=O)[C@H](CC(=O)O)NC(=O)c1[nH]cnc1C(=O)N[C@H](CN)CC(C)C)NC(=O)c1nc[nH]c1C(=O)N[C@@H](Cc1ccccc1)C(=O)O ?
GalR3 antag: -4; CRFBP-R2 agonist: 2.2; CRFBP-R2 block: -12

What do the screens show for `Cc1ccc(OCC(=O)NNC(=O)c2ccc(F)c(S(=O)(=O)N3CCOCC3)c2)cc1C`?
GalR3 antag: -5; CRFBP-R2 agonist: 2.2; CRFBP-R2 block: -19

How did Cc1cc(C)nc(NNS(=O)(=O)c2ccc(F)c(Cl)c2)n1 do in these assays?
GalR3 antag: -4; CRFBP-R2 agonist: -0.2; CRFBP-R2 block: -7

How did CCN(C(=O)CSc1nc(C2CC2)n(-c2ccccc2)n1)C1CCS(=O)(=O)C1 (centres undefined) do in these assays?
GalR3 antag: 4; CRFBP-R2 agonist: 1.1; CRFBP-R2 block: -11

Results for COc1ccc(OC)c(S(=O)(=O)NCC(c2ccco2)N2CCc3ccccc32)c1 (centres undefined) ?
GalR3 antag: -3; CRFBP-R2 agonist: -0.9; CRFBP-R2 block: 6

Results for COCCn1c(SCC(=O)Nc2ccc3c(c2)OCCO3)nnc1-c1ccncc1 ?
GalR3 antag: -1; CRFBP-R2 agonist: 5.6; CRFBP-R2 block: 6

Results for O=C(NNC(=O)c1cccs1)c1csc(N2CCOCC2)n1 ?
GalR3 antag: -1; CRFBP-R2 agonist: -0.7; CRFBP-R2 block: -7

What do the screens show for `Cc1ccc(C)c(OCC(=O)Nc2ccc(N3CCOCC3)cc2N2CCOCC2)c1`?
GalR3 antag: -4; CRFBP-R2 agonist: -0.8; CRFBP-R2 block: -15

3 entries picked at random from those above:
What do the screens show for `Cc1ccc(C)c(OCC(=O)Nc2ccc(N3CCOCC3)cc2N2CCOCC2)c1`?
GalR3 antag: -4; CRFBP-R2 agonist: -0.8; CRFBP-R2 block: -15

How did Cc1cc(/C=C(\C#N)C(=O)NCc2ccccc2)c(C)[nH]1 do in these assays?
GalR3 antag: -7; CRFBP-R2 agonist: 1.4; CRFBP-R2 block: 6

Results for CC(C)C[C@@H](CNCC(=O)[C@H](CC(=O)O)NC(=O)c1[nH]cnc1C(=O)N[C@H](CN)CC(C)C)NC(=O)c1nc[nH]c1C(=O)N[C@@H](Cc1ccccc1)C(=O)O ?
GalR3 antag: -4; CRFBP-R2 agonist: 2.2; CRFBP-R2 block: -12

For reference, two of the compounds above:
Results for CC(=O)N1CCN(C(=O)COC(=O)COc2c(C)cc(C)cc2C)CC1 ?
GalR3 antag: -4; CRFBP-R2 agonist: 0.4; CRFBP-R2 block: 7

What do the screens show for `COC(=O)[C@H](Cc1ccccc1)NC(=O)Cn1cnc2c(NCc3ccccc3)ncnc21`?
GalR3 antag: -9; CRFBP-R2 agonist: 0.6; CRFBP-R2 block: 14

(list continues)
Results for O=C(/C=C/c1ccc(F)cc1)Nc1cccc(S(=O)(=O)N2CCOCC2)c1 ?
GalR3 antag: -6; CRFBP-R2 agonist: -1.9; CRFBP-R2 block: -9

How did Cc1ccc(C)c(OCCC(=O)NNC(=O)c2cc(C)oc2C)c1 do in these assays?
GalR3 antag: -5; CRFBP-R2 agonist: 0.4; CRFBP-R2 block: 7

What do the screens show for `CCC(=O)NC(c1cc(Cl)c2cccnc2c1O)C1CC1` (centres undefined)?
GalR3 antag: -4; CRFBP-R2 agonist: -3.1; CRFBP-R2 block: -28

How did COc1ccccc1N1CCN(S(=O)(=O)c2c[nH]c(=O)[nH]c2=O)CC1 do in these assays?
GalR3 antag: -1; CRFBP-R2 agonist: 0.4; CRFBP-R2 block: 2

What do the screens show for `CCOc1ccc(C(=O)NC(C(=O)N2CCC2)C(C)C)cc1` (centres undefined)?
GalR3 antag: -2; CRFBP-R2 agonist: -1.1; CRFBP-R2 block: -2

What do the screens show for `O=S(=O)(Nc1ccc(-c2ccc3nncn3n2)cc1)c1cccc(F)c1`?
GalR3 antag: -1; CRFBP-R2 agonist: -1.4; CRFBP-R2 block: -11

What do the screens show for `COc1ccc(NS(=O)(=O)c2ccc(N3CCCCC3)c(N)c2)cc1`?
GalR3 antag: 82*; CRFBP-R2 agonist: 5.9; CRFBP-R2 block: -26

What do the screens show for `CN1C(=O)CN(CCN2CC(=O)N(C)C(=O)C2)CC1=O`?
GalR3 antag: -3; CRFBP-R2 agonist: 0.0; CRFBP-R2 block: -13

What do the screens show for `CCC/C=C/c1ccc(CN2C(C)C(=O)N(Cc3cn(CCOCOC)nn3)CCS2(=O)=O)cc1` (centres undefined)?
GalR3 antag: -1; CRFBP-R2 agonist: -1.6; CRFBP-R2 block: -5

How did Cc1c(N(C)S(=O)(=O)c2cc(C(=O)NCC3CCCO3)ccc2Cl)c(=O)n(-c2ccccc2)n1C (centres undefined) do in these assays?
GalR3 antag: -2; CRFBP-R2 agonist: -0.4; CRFBP-R2 block: 13

How did CC(OC(=O)[C@@H](NC(=O)c1ccco1)C(C)C)C(=O)Nc1ncc(Cl)cc1Cl (some centres undefined) do in these assays?
GalR3 antag: -1; CRFBP-R2 agonist: 0.0; CRFBP-R2 block: 4

How did CC[C@]12c3[nH]c4ccc(Cl)cc4c3CCN1C(=O)[C@@H](CC(=O)NCCCOC)C[C@@H]2C(=O)N1CCN(C(=O)C2CC2)CC1 do in these assays?
GalR3 antag: -5; CRFBP-R2 agonist: 0.3; CRFBP-R2 block: -1

Results for CC(C)CC#Cc1ccc2c(c1)O[C@H](CN(C)C(=O)Nc1ccccc1)[C@@H](C)CN([C@H](C)CO)S2(=O)=O ?
GalR3 antag: -6; CRFBP-R2 agonist: -1.6; CRFBP-R2 block: -2

How did O=C(CCc1nc(-c2ccc(Cl)cc2)no1)NCc1ccccc1CN1CCOCC1 do in these assays?
GalR3 antag: -3; CRFBP-R2 agonist: 1.6; CRFBP-R2 block: -2

How did COc1ccccc1CNC(=O)COC(=O)c1ccc([N+](=O)[O-])o1 do in these assays?
GalR3 antag: -2; CRFBP-R2 agonist: -0.6; CRFBP-R2 block: -4

What do the screens show for `CC(C)(C)OC(=O)NCCCCCc1cn([C@@H](CO)C(=O)NCCCCCCCCCCC(=O)N2CCN(C(=O)OC(C)(C)C)CC2)nn1`?
GalR3 antag: 88*; CRFBP-R2 agonist: -2.0; CRFBP-R2 block: 31

What do the screens show for `COC(=O)c1cc(C)c(C)cc1NC1OC(CO)C(O)C1O` (centres undefined)?
GalR3 antag: 1; CRFBP-R2 agonist: -1.9; CRFBP-R2 block: -17

How did COc1cc(C(=O)N2CCN(c3ccccc3)CC2)c2ccccc2n1 do in these assays?
GalR3 antag: 9; CRFBP-R2 agonist: -2.7; CRFBP-R2 block: -8

What do the screens show for `Oc1cc(-c2cccnc2)cc2cccnc12`?
GalR3 antag: -4; CRFBP-R2 agonist: -2.0; CRFBP-R2 block: 2

How did CCCCn1nc(C(=O)NC2CCCCCC2)c2ccccc2c1=O do in these assays?
GalR3 antag: -5; CRFBP-R2 agonist: -1.4; CRFBP-R2 block: -38

How did CCOc1ccc(C(=O)NCC(=O)OCCCC(=O)c2ccc(F)cc2)cc1OCC do in these assays?
GalR3 antag: -1; CRFBP-R2 agonist: -0.5; CRFBP-R2 block: -2
